ZTA DNA inh – counter-screen for EBNA-1 inhibitors: inhibitors of Epstein-Barr virus ZTA; P03206; ZTA-DNA binding, fluorescence polarization; inhibition, % at 11 µM; actives 0.15% (n = 320,000); AID 2234; in the data active = inhibition above about 33%
Target sequence (P03206 whole entry, looked up): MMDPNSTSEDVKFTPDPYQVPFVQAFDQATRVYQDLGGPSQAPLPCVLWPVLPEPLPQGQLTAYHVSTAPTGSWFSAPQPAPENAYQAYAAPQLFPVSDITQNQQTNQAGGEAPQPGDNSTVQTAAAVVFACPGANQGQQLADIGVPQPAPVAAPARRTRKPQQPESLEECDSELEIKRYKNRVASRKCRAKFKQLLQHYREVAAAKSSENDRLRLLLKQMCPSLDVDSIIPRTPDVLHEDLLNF
Efflux pump inh – antifungal efflux pump inhibition, Nile Red retention; actives 0.44% (n = 330,000); inhibition, % at 10 µM; S. cerevisiae Candida pump triplex;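 active = plate passing quality check with inhibition over a set limit, or well fluorescence over plate mean plus 4 SD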;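 also: Nile Red retained in pooled yeast measured as flow cytometry median fluorescence; 0% = buffer negative control and 100% = Enniatin B positive control; higher means more Nile Red kept so more efflux inhibition; some compounds called inactive have numbers as strong as hits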
GLD-1 RNA inh – GLD-1-TGE RNA interaction inhibition (C. elegans); Q17339; purified GLD-1 + fluorescein TGE RNA, fluorescence polarization; inhibition, % at 5.96 µM; actives 0.44% (n = 320,000); AID 2280;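 active = percent inhibition above a per-plate cutoff, the plate mean of test compounds plus 3 SD, cut at about 30% in these data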;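 also: 0% = DMSO wells with GLD-1 and probe and 100% = wells lacking GLD-1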
Target sequence (Q17339 whole entry, looked up): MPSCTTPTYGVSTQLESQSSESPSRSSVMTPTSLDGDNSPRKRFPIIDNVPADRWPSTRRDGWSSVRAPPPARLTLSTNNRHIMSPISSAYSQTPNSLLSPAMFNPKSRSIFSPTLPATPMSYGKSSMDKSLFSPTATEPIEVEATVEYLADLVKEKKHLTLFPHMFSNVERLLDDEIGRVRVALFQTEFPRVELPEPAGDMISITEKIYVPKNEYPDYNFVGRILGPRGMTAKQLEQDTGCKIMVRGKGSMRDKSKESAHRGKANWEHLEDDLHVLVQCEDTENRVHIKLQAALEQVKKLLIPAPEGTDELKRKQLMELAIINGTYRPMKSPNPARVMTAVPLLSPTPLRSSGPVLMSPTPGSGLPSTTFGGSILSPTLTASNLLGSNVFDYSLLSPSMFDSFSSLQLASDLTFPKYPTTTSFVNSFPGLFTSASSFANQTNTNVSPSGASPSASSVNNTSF
EBNA-1 inh – blocks EBNA-1 binding to DNA | EBNA-1 DNA binding, fluorescence polarization | actives 0.34% (n = 300,000) | inhibition, % at 14.8 µM | AID 1950; in the data active = inhibition above about 28%
MEX-5 binding – C. elegans MEX-5 TCR-2 RNA binding activity; MEX-5/FITC-TCR2 RNA binding, fluorescence polarization; stronger effect = lower value; activity score (negative = inhibition of binding), % at 10 µM; actives 0.38% (n = 300,000);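 active = inhibition past about -25% in most replicates, and total fluorescence under double the plate's negative control median, limit read from the data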;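 also: 0% = DMSO and -100% = 5 µM competing unlabeled TCR2 RNA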
MCL1-BIM inh – disrupts human MCL1 binding to BIM-BH3 peptide. GST-MCL1 / FITC-Bim-BH3 fluorescence polarization. inhibition, % at 10.9 µM. actives 0.68% (n = 320,000);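 active = inhibition above the mean inhibition of all tested compounds plus 3 SD, set per campaign, cut at about 40% in these data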;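 also: 0% = DMSO wells and 100% = unlabeled Bim-BH3 peptide control; higher means more loss of mP so more displacement of Bim peptide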
BCLXL inh – blocks human Bcl-xL binding to Bim BH3 peptide; Q07817; GST-Bcl-xL / FITC-Bim BH3 peptide fluorescence polarization; inhibition, % at 10.9 µM; actives 0.7% (n = 320,000); AID 2129;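 active = inhibition above the mean of all tested compounds plus 3 SD, cutoff set per campaign, cut at about 30% in these data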;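 also: 0% = DMSO wells and 100% = unlabeled Bim-BH3 peptide competitor; inhibitors lower millipolarization by displacing the labeled peptide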
Target sequence (Q07817 whole entry, looked up): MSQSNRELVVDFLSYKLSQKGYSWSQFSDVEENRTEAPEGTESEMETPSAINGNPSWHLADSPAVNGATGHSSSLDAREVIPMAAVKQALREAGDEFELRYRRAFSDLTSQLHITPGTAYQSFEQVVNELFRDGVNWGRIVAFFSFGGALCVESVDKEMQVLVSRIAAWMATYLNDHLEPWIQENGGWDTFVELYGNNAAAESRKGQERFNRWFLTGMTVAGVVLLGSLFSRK
CR mimetic SO – lowers age-related superoxide in aged yeast cells | S. cerevisiae aged cells, superoxide DHE fluorescence; stronger effect = lower value | superoxide response (% of plate mean), % at 10 µM | actives 0.18% (n = 330,000) | AID 2690;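 active = superoxide response under a set limit, about three screen SD below normal, cut at about 65% in these data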;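 also: yeast aged for seven days with compound at 30 °C before DHE staining; 100% = average MFI of all compound-treated wells on the plate with controls excluded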
Fam108B counter – Fam108B inhibition, counter-screen for RBBP9 inhibitors; AID 1947; inhibition, % at 9.51 µM; actives 0.33% (n = 300,000); recombinant Fam108B, FP-Rh probe fluorescence polarization;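 active = inhibition above the screen mean inhibition plus 3 SD, computed separately per campaign, cut at about 18% in these data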;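 also: inhibitors lower polarization as less probe binds the enzyme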
Active calls of the source: *; . = not tested or not shown; & = joins results of further samples.

SMILES	ZTA DNA inh	Efflux pump inh	GLD-1 RNA inh	EBNA-1 inh	MEX-5 binding	MCL1-BIM inh	BCLXL inh	CR mimetic SO	Fam108B counter
COc1ccc(/C=C/C(=O)NCCSCc2ccco2)cc1OC	-4.9	-0.2	0.9	14.6	-0.4	3.5	3.0	91.2	0.2
CC(=O)C[C@@H](O)CC(=O)[C@@H]1OC(=O)CC/C=C\Cc2ccccc21	-11.0	0.3	-4.7	.	.	-18.5	-14.2	107.2	.
CCCCc1ccc(-c2ccc(Br)cc2)nc1	4.7	-0.1	2.5	7.8	0.8	4.2	1.8	106.0	0.3
COC(=O)c1ccc(NC(=O)CSc2ccccc2)cc1	-5.2	-0.1	36.7*	1.3	-0.8	32.0	37.9*	91.2	3.8
CCOc1ccc(C(=O)NN2CCOCC2)cc1	1.4	0.3	6.4	-0.5	-2.8	9.1	6.5	101.5	2.3
c1ccc(Nc2ccccn2)nc1	16.4	0.4	9.2	9.4	-0.4	-1.3	0.9	96.6	2.3
CC(NC=O)c1nc2ccccc2n1CCc1ccccc1 (stereo not drawn)	10.8	-0.1	5.5	4.9	-1.0	0.5	-5.1	105.6	-2.4
C#CCO[C@@H]1C[C@H](n2ccc(NC(=O)c3ccccc3)nc2=O)O[C@@H]1CO	-4.0	0.0	-7.2	0.6	0.2	2.3	0.1	101.6	0.2
Cc1cc(C)c(-c2noc(C(=O)OC(C)(C)C)c2C(=O)OC(C)(C)C)c(C)c1	-13.2	0.0	1.7	-8.8	-1.2	1.3	0.5	106.8	6.3
Cc1cc(OCC(F)(F)C(F)(F)C(F)(F)C(F)(F)C(F)(F)C(F)F)nc(N)n1	-5.3	0.0	5.2	-8.5	-0.8	5.7	4.0	97.6	7.9
C#CCCOC(=O)N1C2=NC(C(=O)OC)=C(C(=O)OC)[C@@H]3N(C)c4ccccc4[C@]23C[C@H]1C(=O)OC	-9.3	0.0	4.7	4.0	1.5	5.9	2.0	104.2	-3.9
Cc1ccc(C(=O)CSc2nnc3c4ccccc4nc(Cc4ccccc4)n23)cc1	-31.2	0.1	-3.6	10.1	-0.3	3.8	5.3	119.0	-4.8
O=C(COC(=O)c1cccc(Br)c1)Nc1cccc2c1C(=O)c1ccccc1C2=O	-5.8	-0.1	7.6	-1.1	0.3	-1.2	13.1	153.5	-3.2
Cc1cccc(OCC(=O)OC2CCN(C)CC2)c1	-11.7	0.0	8.7	-0.6	-4.2	5.6	5.5	102.5	-5.1
CCSCCOC(=O)C1=C(C)NC2=C(C(=O)CCC2)C1c1coc2ccccc2c1=O (stereo not drawn)	6.3	0.0	1.7	1.9	1.2	6.8	8.4	112.8	-2.2
Cc1nc2nc(-c3cccnc3)[nH]n2c(=O)c1C	6.3	0.1	6.8	-1.4	1.4	-2.5	-1.0	100.1	-1.4
COc1ccc(CNC(=O)N2CCN(c3ccccc3OC)CC2)cc1	3.8	0.0	5.8	-0.4	0.6	7.8	4.3	113.8	5.2
CCc1ccc(C(=O)CSc2nc3ccccc3c(=O)[nH]2)cc1	-7.2	0.0	-2.4	9.2	0.6	0.7	3.3	115.4	-0.1
NNc1nc(-c2ccccc2Cl)c2cc(Br)ccc2n1	-3.7	0.3	-3.0	-17.7	2.8	6.4	3.3	101.8	0.1
Cc1ccc(S(=O)(=O)N2CCN(c3cnn(-c4ccccc4)c(=O)c3Cl)CC2)cc1	-9.7	0.0	1.8	1.0	-0.4	4.7	6.2	100.6	5.5
Nc1cc[n+](CC(=O)c2ccccc2)cc1	19.1	0.0	-7.2	6.1	-2.0	1.6	0.9	94.7	1.4
CC(C)(C)C(=O)[C@@H]1[C@@H]2C(=O)N(c3ccc4c(c3)OCCO4)C(=O)[C@@H]2C2c3ccccc3C=CN21 (stereo partly drawn)	1.4	0.3	-2.9	-9.5	1.9	0.2	-2.3	119.2	3.8
COc1ccc([C@H]2CC(=O)C=C(c3ccc(CNC(=O)OC(C)(C)C)cc3)C2)cc1	-0.4	0.7	-1.8	.	.	7.6	3.4	94.9	.
O=C(NCCCN1CCCC1)c1cc2c(Cl)nc3ccccc3c2s1	-11.1	0.0	1.8	8.4	0.4	4.0	5.4	99.6	-3.2
CC(Oc1cc2oc(=O)c3c(c2cc1Cl)CCCC3)C(=O)NCc1cccnc1 (stereo not drawn)	9.4	0.0	-2.5	2.7	-0.6	-1.3	5.0	66.8	3.3
COC(=O)C(C)n1cnc2c(nnn2Cc2ccc(Cl)cc2)c1=O (stereo not drawn)	-16.8	0.0	2.9	3.7	1.0	-2.3	-0.8	78.7	-0.6
CCC(C)N1C(=O)S/C(=C/c2ccc3c(c2)n(C)c(=O)n3C)C1=O (stereo not drawn)	-4.0	0.1	-0.5	-5.3	-4.6	-1.1	0.6	105.2	-3.6
CN(C)C(/C=C/Nc1ccc([N+](=O)[O-])cc1)=C(C#N)C#N	12.4	-0.1	-6.0	3.4	-10.1	7.5	4.7	100.0	-0.7
COc1cccc(NC(=O)CN(C)C(C)C(=O)Nc2ccc(S(=O)(=O)N3CCOCC3)cc2)c1 (stereo not drawn)	4.6	-0.1	2.9	11.5	0.8	-9.7	-17.1	97.1	-3.1
C=CCOc1cccc(C2/C(=C(/O)c3ccc(F)cc3)C(=O)C(=O)N2CCN2CCOCC2)c1 (stereo not drawn)	-10.7	-0.1	2.5	-1.3	0.8	-0.4	4.2	90.8	0.3
COC(=O)c1ccc(NC(=O)CCN2CCCCC2)cc1	9.3&6.1	-0.1&0.0	1.5&12.0	4.1&-5.3	2.0&2.0	7.2&-0.5	5.8&0.4	98.5&91.2	0.5&0.3
Cc1ccc(S(=O)(=O)n2cc(-c3ccccc3)c3ccccc32)cc1	8.1	-0.6	-0.2	.	.	10.7	4.9	108.7	.
CC(=O)c1cc2c(cc1NS(=O)(=O)c1ccccc1C)OCO2	-30.6	0.1	13.9	-8.2	-8.1	-3.6	5.0	94.2	-2.4
COc1ccc(N2CCN(C(=O)CSc3nnc4n3C(C)(C)Cc3ccccc3-4)CC2)cc1	4.9	0.1	8.3	-5.4	-4.1	-2.2	-3.2	96.3	-1.5
Cc1ccc(S(=O)(=O)C2(C(=O)Nc3cccc(F)c3)CC2)cc1	4.7	-0.1	-2.7	7.0	0.5	-3.4	-1.9	96.9	5.7
COc1cc(C2C(C#N)=C(N)N(Nc3ccccc3)C3=C2C(=O)CC(C)(C)C3)ccc1OCc1cccc(F)c1 (stereo not drawn)	13.1	-0.1	0.3	18.2	-1.3	3.1	5.3	106.2	-0.7

An excerpt from above in order of their number in MEX-5 binding, smallest number first:
Molecule	MEX-5 binding
Cc1cccc(OCC(=O)OC2CCN(C)CC2)c1	-4.2
COc1cc(C2C(C#N)=C(N)N(Nc3ccccc3)C3=C2C(=O)CC(C)(C)C3)ccc1OCc1cccc(F)c1 (stereo not drawn)	-1.3
Cc1nc2nc(-c3cccnc3)[nH]n2c(=O)c1C	1.4

Continuation.
SMILES	ZTA DNA inh	Efflux pump inh	GLD-1 RNA inh	EBNA-1 inh	MEX-5 binding	MCL1-BIM inh	BCLXL inh	CR mimetic SO	Fam108B counter
Cc1sc(NC(=O)C(C)C)c(C(=O)Nc2ccccc2)c1C	1.4	-0.1	-1.8	1.2	0.3	4.4	3.4	98.0	-2.2
CCOc1ccc(NC(=O)CNC(=O)c2cccs2)cc1	6.4	-0.1	3.3	4.9	-1.2	6.9	4.1	97.6	4.8
COc1ccc(N(C)S(=O)(=O)c2cccc(C(=O)Nc3ccc(OC)nc3)c2)cc1	3.6	0.3	5.6	3.8	0.3	10.0	7.1	84.6	-3.6
CSCCC(C(=O)OCC(=O)c1ccc(C)c(C)c1)N1C(=O)c2ccccc2C1=O (stereo not drawn)	-3.6	-0.1	-2.6	-4.4	-0.3	-3.8	1.6	103.0	0.1
COc1ccc(NC(=S)N/N=C2/CCCc3c(C)cc(C)cc32)cc1	-7.0	-0.1	7.8	-9.8	-2.1	9.9	8.8	95.3	-3.6
COc1cc(C(=O)NC(=S)Nc2ccccc2N2CCOCC2)cc(OC)c1OC	-2.4	-0.2	-6.0	-1.0	1.0	7.7	6.2	102.9	3.2
CC1(C)Cc2cccc(OCC(=O)NCc3ccc(F)cc3)c2O1	-8.9	-0.2	5.3	.	.	-10.7	-3.4	91.9	.
C/C(=N/NC(=O)CN1CCN(S(=O)(=O)c2ccc(Br)cc2)CC1)c1cccnc1	-2.7	-8.7	1.7	5.7	0.0	4.0	-0.7	90.2	5.9
Cc1ccc(-c2nn(CC(=O)N3CCOCC3)c(=O)c3ccccc23)cc1S(=O)(=O)N(C)C	-15.5	-0.2	7.4	-0.7	3.1	-7.5	8.2	105.4	0.4
Cc1ccc(NC(=O)c2ccc3snnc3c2)cc1	18.0	-0.1	3.0	7.6	0.2	5.2	2.6	84.7	0.6
Nc1nonc1-n1nnc(C(=O)N/N=C/c2cccc(Cl)c2)c1-c1ccc2c(c1)OCO2	0.8	-0.1	3.6	-2.2	-1.3	2.7	3.9	121.2	-3.7
COc1c(C)cc(NC(=O)c2ccc3c(c2)NC(=O)CO3)cc1C	-5.2	-0.1	-0.3	2.2	-0.1	-1.0	-3.0	99.4	-5.3
CCOC(=O)C1(Cc2cccc(OC)c2)CCN(Cc2cccnc2)CC1	0.6	-0.1	-2.0	5.2	2.1	2.8	7.7	100.7	-1.3
CCOC(=O)c1cc2ccc3ccccc3c2s1	-8.2	0.0	2.7	-2.9	-3.0	3.5	5.7	105.2	-7.2
CCOC(=O)C(CC)Sc1ccc2nnc(CCNS(=O)(=O)c3ccccc3)n2n1 (stereo not drawn)	2.3	0.0	4.5	5.5	2.6	6.9	4.1	96.7	-0.5
COc1cc(OC)cc(C(=O)NNC(=O)CCOc2ccccc2OC)c1	-1.9	0.0	-2.3	.	.	4.1	1.9	94.8	.
Cc1noc(C)c1COc1ccc(C(=O)Nc2ncccc2O)cc1	5.2	-0.1	1.1	-1.8	-2.3	-4.5	0.5	92.3	2.2
O=c1nc(Nc2ccc(OCc3ccccc3)cc2)sc2ncccc12	-21.5	-0.1	8.3	-1.4	1.9	-0.3	5.4	100.0	-6.3
O=[N+]([O-])c1cc([N+](=O)[O-])c(Oc2cccnc2Br)cc1NN1CCCCC1	-20.1	-0.1	-3.1	-5.6	-1.1	6.5	8.1	100.6	6.4
COc1ccc(NC(=O)NNC(=O)COc2cc(C)c(Cl)c(C)c2)c(OC)c1	1.5	0.1	1.0	1.4	-1.7	2.1	1.4	106.3	-6.1
O=C(CSc1ccc([N+](=O)[O-])cn1)Nc1ccc(N2CCOCC2)c(Cl)c1	9.3	0.0	-0.3	6.5	-1.5	1.0	1.0	124.6	2.8
CCCCn1c(=O)nc2n(-c3ccc(C)cc3)c3ccccc3cc-2c1=O	2.7	0.0	-6.7	-1.0	-1.1	-5.7	1.4	114.3	-3.1
O=C(Cc1ccccc1)Nc1nc(=O)c2ccccc2s1	9.4	-0.1	1.6	11.7	-1.4	14.9	6.6	123.8	-1.6
Cc1ccccc1-c1cc(C(=O)N2CCCC2)c2ccccc2n1	-0.7	-0.1	4.3	12.7	-0.5	16.8	10.0	108.5	9.5
CCOC(=O)c1sc2nc(SCC#N)n(CCCN3CCCC3=O)c(=O)c2c1C	-1.2	0.1	4.8	-4.7	-1.9	-4.4	4.7	104.4	2.1
CCSc1n[nH]c(=O)[nH]c1=O	-2.8	0.0	-1.7	2.7	-2.7	2.1	-3.9	92.4	-0.1
OCC[C@H]1C[C@H](O)[C@@H](O)[C@]2(OCCc3ccccc32)O1	-2.8	0.0	3.1	0.3	.	4.8	1.5	93.2	-0.9
